HCMV inh: qHTS Assay for inhibitors of the human cytomegalovirus (HCMV) | actives 4.5% (n = 410,000) | HFF cells, HCMV-luciferase reporter, 72 h; active compounds read low | activity change, negative = inhibition, % at 57.5 µM; in the data active = activity change below about -60%; inconclusive = no clear call, values can overlap the other calls; inactive = above about -39%
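Two compound doses tested in HFFs infected with HCMV-luciferase, MOI 1 PFU/cell, 72 h at 37C. Lysate luminescence read with OneGlo; data normalized against buffer-only and 10uM Salinomycin inhibitor controls.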
Tb PYK inh: qHTS of Trypanosoma Brucei Inhibitors; TbPYK enzyme, Kinase-Glo Plus ATP luminescence, 45 min; Potency, µM (highest dose often 76.8 µM), inactives show top-dose activity, negative = inhibition, usual class: inhibitors; actives 0.12% (n = 410,000); AID 624173, 2012; also: potency is read from the fitted curve at half-maximal effect; nearly all actives have a fitted effect of over 50% in size
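In this concentration-response screen, enzyme-free wells defined baseline while DMSO plates tracked drift. Each reaction combined TbPYK, substrate, compound and 130 uM ADP for 45 min at room temperature. Kinase-Glo Plus luminescence gave the signal.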
AmpC no deterg: qHTS Inhibitors of AmpC Beta-Lactamase (assay without detergent) | P00811 | AmpC nitrocefin hydrolysis, absorbance 480 nm, 0.0001% Triton | Potency, µM (series often up to 57.1 µM), for the others: at the highest dose activity change, negative = inhibition, hits mostly inhibitors | actives 0.52% (n = 330,000) | AID 485341, 2010;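 also: potency is read from the fitted curve at half-maximal effect; plate controls were no compound for no effect and no enzyme for full effect; nearly all actives have a fitted effect of over 20% in size; some results filed as inactive show a strong effect at the top dose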
Target sequence (P00811 whole entry, looked up): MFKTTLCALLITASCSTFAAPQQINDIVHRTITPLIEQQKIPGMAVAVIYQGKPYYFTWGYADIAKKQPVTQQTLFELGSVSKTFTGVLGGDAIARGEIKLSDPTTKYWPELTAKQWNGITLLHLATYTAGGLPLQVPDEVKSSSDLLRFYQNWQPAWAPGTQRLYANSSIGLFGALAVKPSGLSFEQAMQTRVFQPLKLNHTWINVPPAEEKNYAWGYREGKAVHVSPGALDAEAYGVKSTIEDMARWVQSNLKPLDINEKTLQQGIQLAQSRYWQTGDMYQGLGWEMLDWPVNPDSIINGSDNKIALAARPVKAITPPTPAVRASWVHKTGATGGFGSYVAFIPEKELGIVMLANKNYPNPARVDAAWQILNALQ
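20 mM phosphate pH 7.0 + 0.01% (detergent screen) or 0.0001% Triton X-100; 5.3 nM AmpC reagent; cpd preinc 15 min RT; nitrocefin (800 uM stock) to start; A480 q20 s × 4 min; Activity was normalised to no-enzyme and no-compound control wells.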
AmpC inh detg: qHTS Inhibitors of AmpC Beta-Lactamase (assay with detergent) | Potency, µM (highest dose often 114 µM), for inactives: at the top dose activity change, negative = inhibition, actives largely listed as inhibitors | actives 0.041% (n = 370,000) | P00811 | AmpC hydrolysis of nitrocefin, absorbance 480 nm, 0.01% Triton;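 also: potency is read from the fitted curve at half-maximal effect; 0% = no-compound wells and -100% = no-enzyme wells; nearly all actives have a fitted effect of over 25% in size; some results filed as inactive show a strong effect at the top dose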
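AmpC (5.3 nM in the dispensed reagent) in 20 mM phosphate pH 7.0 with 0.01% (detergent screen) or 0.0001% Triton X-100 was preincubated with compounds for 15 min at room temperature. Nitrocefin was then added from an 800 uM solution, and hydrolysis was followed at 480 nm.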
Sm TGR inh: qHTS Assay for the Inhibitors of Schistosoma Mansoni Peroxiredoxins. Schistosoma mansoni thioredoxin glutathione reductase (TGR), Q962Y6. purified TGR, DTNB reduction, TNB absorbance 405 nm. Potency, µM (titrated, usually from 114 µM), without a hit: at the top dose activity change, negative = inhibition, hits mostly inhibitors. actives 3% (n = 360,000); also: potency is read from the fitted curve at half-maximal effect; nearly all actives have a fitted effect of over 60% in size
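Kinetic colorimetric format: TGR-catalysed, NADPH-driven DTNB reduction monitored via TNB absorbance. Enzyme dispensed at 20 nM; compound exposure 15 min at room temperature before reaction start.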
AMA1-RON2 inh: qHTS for Inhibitors of AMA1-RON; Towards Development of Antimalarial Drug Lead: Primary Screen; AlphaScreen AMA1-biotinylated RON2 peptide binding; actives 0.2% (n = 360,000); Plasmodium falciparum AMA1 (3D7) - RON2 peptide interaction; Potency, µM (top dose mostly 58.2 µM), inactives show at the highest dose activity change, negative = inhibition, actives largely listed as inhibitors;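 also: potency is read from the fitted curve at half-maximal effect; 0% = vehicle wells and -100% = peptide control; nearly all actives have a fitted effect of over 45% in size; some results filed as inactive show a strong effect at the top dose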
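AMA1 (3D7) with his tag at 25 nM final met compounds first, then biotinylated RON2 peptide at 25 nM; detection used donor plus acceptor beads, 10 µg/mL apiece, read by AlphaScreen after 30 min at room temperature.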
LmPK inhibitor: qHTS Assay for Inhibitors of Leishmania Mexicana Pyruvate Kinase (LmPK) | purified LmPK, Kinase-Glo ATP luminescence, 1 h | actives 0.37% (n = 290,000) | Potency, µM (doses to about 57.5 µM), for the others: at the top dose activity change, negative = inhibition, usual class: inhibitors | AID 1721, 2009; also: potency is read from the fitted curve at half-maximal effect
Target sequence (Q27686 whole entry, looked up): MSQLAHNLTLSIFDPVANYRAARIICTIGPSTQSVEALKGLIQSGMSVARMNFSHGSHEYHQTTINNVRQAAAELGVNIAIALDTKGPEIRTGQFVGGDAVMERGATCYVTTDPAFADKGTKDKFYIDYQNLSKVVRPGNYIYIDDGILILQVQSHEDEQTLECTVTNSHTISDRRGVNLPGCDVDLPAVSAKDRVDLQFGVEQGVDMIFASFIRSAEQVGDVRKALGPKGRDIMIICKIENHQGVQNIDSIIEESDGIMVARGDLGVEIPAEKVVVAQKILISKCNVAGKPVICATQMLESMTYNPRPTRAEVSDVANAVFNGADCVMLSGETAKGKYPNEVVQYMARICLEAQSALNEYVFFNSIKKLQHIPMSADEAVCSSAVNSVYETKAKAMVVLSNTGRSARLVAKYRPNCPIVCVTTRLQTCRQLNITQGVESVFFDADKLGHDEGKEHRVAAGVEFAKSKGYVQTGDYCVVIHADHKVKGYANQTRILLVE
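Kinase-Glo luminescence read after 1 h RT reaction of 0.1 nM LmPK with 0.5 mM PEP and 0.1 mM ADP. Activity scaled between uninhibited and enzyme-free controls.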
Active calls of the source: *; ? = inconclusive; . = no result given; [ ] = remark or other dose. Unless noted, calls follow the shape of the dose curve; as a rule, active = well fitted curve in the direction sought with a large enough effect; inconclusive = small, poorly fitted or top-dose-only effect, or another doubt; inactive = no such curve, though single readings can be large; an effect the other way counts as inactive or inconclusive. Unless noted, % is scaled to controls: 0 for no effect and ±100 for the full control effect.

item	molecule	HCMV inh	Tb PYK inh	AmpC no deterg	AmpC inh detg
1	CC(=O)c1ccc(OCC(O)Cn2nnc3ccccc32)cc1 (centres undefined)	27	3%	-7%	-3%
2	Cc1cc(OCC(=O)NC(Cc2c[nH]c3ccccc23)C(=O)O)ccc1Cl (centres undefined)	12	-2%	.	12%
3	CCOc1cc(S(=O)(=O)NCc2ccc3c(c2)OCO3)ccc1F	12	5%	-25%	1%
4	CC(C)CNS(=O)(=O)c1ccc(S(=O)(=O)N2CCN(C3CCCC3)CC2)cc1	-101*	-1%	-7%	?
5	COc1ccc(-c2noc(-c3ccc(Cl)cc3)n2)cc1	.	-8%	-6%	-3%
6	COc1ccc(NS(=O)(=O)c2cc(NC(=O)[C@H](C)NC(N)=O)ccc2N2CCCC2)cc1	-85*	-11%	-7%	.
7	CC(NC(=S)NNS(=O)(=O)c1cccc([N+](=O)[O-])c1)c1ccccc1 (centres undefined)	-38	-12%	-22%	6%
8	CCOC(=O)c1c(NC(=O)CSc2nc3cccnc3n2C)sc(C(C)=O)c1C	.	4%	-12%	-12%

item	Sm TGR inh	AMA1-RON2 inh	LmPK inhibitor
1	0%	34%	-1%
2	-5%	.	.
3	5%	-5%	-3%
4	-1%	11%	-10%
5	-13%	21%	-5%
6	.	-7%	.
7	?	80%[activator]	0%
8	3%	6%	6%

Four structures already listed, sorted by heavy-atom count, smallest number first:
item	molecule	HCMV inh	Tb PYK inh	AmpC no deterg	AmpC inh detg
5	COc1ccc(-c2noc(-c3ccc(Cl)cc3)n2)cc1	.	-8%	-6%	-3%
1	CC(=O)c1ccc(OCC(O)Cn2nnc3ccccc32)cc1 (centres undefined)	27	3%	-7%	-3%
3	CCOc1cc(S(=O)(=O)NCc2ccc3c(c2)OCO3)ccc1F	12	5%	-25%	1%
2	Cc1cc(OCC(=O)NC(Cc2c[nH]c3ccccc23)C(=O)O)ccc1Cl (centres undefined)	12	-2%	.	12%

item	Sm TGR inh	AMA1-RON2 inh	LmPK inhibitor
5	-13%	21%	-5%
1	0%	34%	-1%
3	5%	-5%	-3%
2	-5%	.	.

Going on with the list.
item	molecule	HCMV inh	Tb PYK inh	AmpC no deterg	AmpC inh detg
9	CCn1c(C(=O)O)c(CC(=O)Nc2ccccc2F)c2ccccc21	7	3%	-16%	-5%
10	CCN(CC)CCNC(=O)c1nn(-c2ccc(OC)c(Cl)c2)c(=O)c2c1c1ccccc1n2C	10	-9%	.	3%
11	CC(=O)c1ccc(S(=O)(=O)NCCCC(=O)N(C)Cc2ccc3c(c2)OCO3)cc1	-5	-7%	-10%	8%
12	CCOC(=O)CCNC(=O)CNC(=O)OCc1ccccc1	20	0%	-3%	?
13	CCN(Cc1nc2cc(Cl)ccc2c(=O)[nH]1)C(=O)c1cccc(OCc2c(C)noc2C)c1	7	9%	22%	-5%
14	CCOc1ccc(N(CC(=O)NCCc2ccccc2)C(=O)CCC(=O)Nc2cc(C)ccn2)cc1	-13	1%	15%	6%
15	O=C(NC(=S)Nc1ccc2c(c1)OCCO2)c1cccc(Br)c1	96	-9%	-35%	2%
16	O=C(c1cc(COc2ccccc2)on1)N1CCCC(OCc2cccnc2)C1 (centres undefined)	7	-8%	27%	?

item	Sm TGR inh	AMA1-RON2 inh	LmPK inhibitor
9	-8%	-3%	5%
10	4%	.	.
11	16µM*	-2%	.
12	5%	-2%	2%
13	-21%	84%[activator]	.
14	5%	-19%	1%
15	?	37%[activator]	-3%
16	-20%	3%	1%

Additional compounds follow:
item	molecule	HCMV inh	Tb PYK inh	AmpC no deterg	AmpC inh detg
17	O=[N+]([O-])c1ccc(Cl)c(S(=O)(=O)Nc2ccc(-c3ccc(N4CCCC4)nn3)cc2)c1	-64*	-17%	-24%	?
18	CCC1(C)OCC(Cn2c3ccccc3c3ccccc32)O1 (centres undefined)	.	.	-13%	?
19	O=C(Cc1ncc(C(F)(F)F)cc1Cl)Nc1ccc(F)cc1	8	1%	0.16µM*	1%
20	COc1cc(NC(=O)CN2CCN(C(=O)c3ccco3)CC2)c(C)cc1[N+](=O)[O-]	-12	3%	.	.
21	COc1cc(C(=O)Nc2ccc(NC(=O)c3ccc(C(C)(C)C)cc3)cc2)cc(OC)c1OC	31	-8%	.	9%
22	CCn1cnc2c1c(=O)n(Cc1csc(-c3ccccc3)n1)c(=O)n2Cc1ccccc1	43	1%	51%	?
23	CC1CCN(S(=O)(=O)c2ccc3[nH]cc(C(=O)NCCN4CCOCC4)c(=O)c3c2)CC1	?	2%	79%[activator]	-4%
24	COc1cc(C(=O)Nc2cc3c4c(c2)CC(=O)N4CCC3)cc(OC)c1OC	-4	-1%	-6%	?

item	Sm TGR inh	AMA1-RON2 inh	LmPK inhibitor
17	-6%	17%	.
18	0%	.	1%
19	-4%	2%	9%
20	.	-5%	.
21	12%	.	.
22	-4%	0%	3%
23	-21%	5%	-9%
24	-3%	11%	.

Further structures:
item	molecule	HCMV inh	Tb PYK inh	AmpC no deterg	AmpC inh detg
25	COc1ccc(N(CC(=O)Nc2cc(OC)cc(OC)c2)S(=O)(=O)c2c(C)noc2C)cc1	-21	-8%	.	3%
26	CCOc1cc(C(=O)Nc2cc3c(cc2N2CCCC2)n(C)c(=O)n3C)cc(OCC)c1OCC	-7	0%	48%	-6%
27	COC(=O)c1cc(-c2c[nH]c3ccccc23)n[nH]1	7	1%	-40%	-12%
28	CN(C)C(=O)c1ccc(NC(=O)c2ccccc2Sc2ccccc2C#N)cc1	0	-20%	-9%	1%
29	Cc1c(C(=O)Nc2ccc(Cl)cc2)c2ccccn2c1CCc1ccncc1	42	-5%	26%	4%
30	O=C(O)CCc1ccc(-c2ccc(Br)cc2)n1CC(=O)O	11	0%	-29%	-14%
31	O=C(Nc1ccccc1C(=O)Nc1ccncc1)c1cccc([N+](=O)[O-])c1	78	-8%	-26%	2%
32	CCC(C(=O)N1CCN(c2ccccn2)CC1)n1nc(C)n2c(cc3occc32)c1=O (centres undefined)	-7	-1%	23%	?

item	Sm TGR inh	AMA1-RON2 inh	LmPK inhibitor
25	-4%	.	.
26	-29%	3%	8%
27	-3%	4%	7%
28	0%	?	3%
29	-33%	8%	3%
30	?	4%	5%
31	-31%	9%	-4%
32	-25%	3%	3%

Next section:
item	molecule	HCMV inh	Tb PYK inh	AmpC no deterg	AmpC inh detg
33	CCOC(=O)N1CCN(C(=O)C(CC)n2nc(C)c3sc4ccccc4c3c2=O)CC1 (centres undefined)	1	5%	-5%	-6%
34	CCCNS(=O)(=O)c1ccc(CCC(=O)NCc2cccnc2)cc1	26	-3%	-6%	-13%
35	O=Cc1c(NCc2ccccc2F)c2ccccc2[nH]c1=O	32	9%	-9%	0%
36	O=C1Nc2ccccc2C12OCCCCO2	-35	3%	-1%	0%
37	Cc1ccc2c(c1)nnn2C1CCN(CC(=O)N2c3ccccc3CC2C)CC1 (centres undefined)	-76*	2%	88%[activator]	-12%
38	CCOC(=O)C(=O)NCC1CCCN1S(=O)(=O)c1cccs1 (centres undefined)	-3	-9%	.	.
39	CC(C)NCC(O)COCCOc1ccc(Br)cc1 (centres undefined)	-35	-2%	-6%	?
40	COc1cc(C2OC(=O)C3C(c4ccc(OC(C)=O)c(OC)c4)OC(=O)C23)ccc1OC(C)=O (centres undefined)	15	9%	.	.

item	Sm TGR inh	AMA1-RON2 inh	LmPK inhibitor
33	10%	0%	-3%
34	5%	3%	0%
35	-19%	11%	0%
36	10%	18%	4%
37	-1%	-2%	2%
38	.	2%	.
39	-3%	-2%	-1%
40	.	-6%	.

The list goes on.
item	molecule	HCMV inh	Tb PYK inh	AmpC no deterg	AmpC inh detg
41	C#CCOCCOCCOCCNc1nc(N2CCOCC2)nc(N2CCN(C(=O)CCCCCCCCCCNC(=O)[C@H](CO)n3cc(CCCSC)nn3)CC2)n1	-12	-3%	287%[activator]	2%
42	CN(c1ccc([N+](=O)[O-])cc1C(=O)Nc1ccccc1)C1CCCCC1	6	-21%	-47%	5%
43	CC(=O)Nc1ccc(C(=O)NNS(=O)(=O)c2ccc(C)cc2)cc1	?	0%	-9%	-3%
44	c1ccc(-c2ccc(-c3csnn3)cc2)cc1	70	-1%	-1%	-1%
45	CCC1CCCCN1S(=O)(=O)c1cc(C(=O)Nc2ccc(C)c(F)c2)ccc1F (centres undefined)	-91*	-6%	.	8%
46	Cc1ccc(SCC(=O)Nc2cc([N+](=O)[O-])ccc2O)cc1	9	5%	-34%	2%
47	Cc1cc(C)n(-c2nc3sc4c(c3c3nnc(SCC(N)=O)n23)CC(C)(C)OC4)n1	2	-10%	15%	?
48	O=C(NCCc1ccccc1)C1CCN(Cc2cccc3ccccc23)CC1	-15	-2%	-4%	2%

item	Sm TGR inh	AMA1-RON2 inh	LmPK inhibitor
41	-9%	-6%	.
42	6%	-4%	-2%
43	11%	-9%	-2%
44	4%	3%	-7%
45	7%	.	.
46	0%	23%	5%
47	0%	-1%	-1%
48	7%	-1%	3%

Brought forward from above: 2 entries, followed by the next part.
item	molecule	HCMV inh	Tb PYK inh	AmpC no deterg	AmpC inh detg
47	Cc1cc(C)n(-c2nc3sc4c(c3c3nnc(SCC(N)=O)n23)CC(C)(C)OC4)n1	2	-10%	15%	?
48	O=C(NCCc1ccccc1)C1CCN(Cc2cccc3ccccc23)CC1	-15	-2%	-4%	2%
49	COc1ccc(NC(=O)Nc2nnc(N3CCCC3)s2)cc1	35	-10%	.	10%
50	COc1cc(OC)cc(C(=O)OC(C)C(=O)NC2CCCc3ccccc32)c1 (centres undefined)	0	-8%	-6%	-2%
51	CC(C)Oc1ccc(CCNC(=O)C2CCC(=O)N(Cc3cccc(F)c3)C2)cc1 (centres undefined)	18	-1%	154%[activator]	10%
52	CC(C)CC1(C)NC(=O)N(CC(=O)Nc2ccc(F)c(F)c2F)C1=O (centres undefined)	-26	1%	-3%	.

item	Sm TGR inh	AMA1-RON2 inh	LmPK inhibitor
47	0%	-1%	-1%
48	7%	-1%	3%
49	3%	.	.
50	-7%	-5%	.
51	-2%	3%	-5%
52	.	18%	.
